CRE-bla Fsk: CRE-bla signaling modulation under forskolin stimulation; 71,000 compounds, 2.5% hits; CHO CRE-bla reporter (cAMP response element driving beta-lactamase), forskolin EC10, beta-lactamase ratio; Potency, µM (titrated, usually from 38.2 µM), for the others: at the top dose activity change, negative = inhibition, hits mostly activators; AID 662; active = well fitted activation curve with a large enough effect in the signal ratio, with a control signal flat, not every such curve was filed as active; inconclusive = small, poorly fitted or top-dose-only effect, or effect the other way, or a change in a side signal; the % refers to the signal ratio; also: potency is read from the fitted curve at half-maximal effect; % of control where 0% means no effect
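Modulation of forskolin signalling: compounds in titration series added with EC10 NKH 477 to CHO cells carrying a CRE-driven beta-lactamase reporter, 3 h, 37C. CCF4 FRET ratio (460/530 nm, ex 405 nm) gives %activity and AC50.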
HBB splice mod: hemoglobin beta splicing modulation. Potency, µM (series often up to 46.1 µM), inactives show at the top dose activation, most hits filed as activators. HBB splicing reporter cell assay, activation; EGFP reporter with mutant IVS2-654 intron; response scale: normalised to 500 nM splice-correcting PNA. 65,000 compounds, 0.06% hits; also: potency is read from the fitted curve at half-maximal effect; 0% is about no effect
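Compounds were applied for 2 days to HeLa EGFP-654 cells, 500/well in Optimem with 2% FCS. The reporter's EGFP is disrupted by mis-splicing of beta-globin intron IVS2-654. Readout: summed well GFP fluorescence from 488 nm laser scanning; reference was 500 nM antisense […] 654 PNA.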
A350 autofl: compounds fluorescent in Alexa 350 spectral region; max dye-equivalent concentration, M; Compound autofluorescence, 340/450 nm, Alexa 350 dye-equivalents; active compounds read high; 59,000 compounds, 11% hits; in the data active = max dye-equivalent concentration above about 10 nM; inconclusive = mostly about 1.1 nM to 9.6 nM
Luciferase inh: blocks Photinus pyralis firefly luciferase activity; purified firefly luciferase, luminescence, 8 min; 72,000 compounds, 2.2% hits; Potency, µM (doses to about 57.1 µM), inactives show at the highest dose activity change, negative = inhibition, actives largely listed as inhibitors; P08659; also: potency is read from the fitted curve at half-maximal effect; % is scaled to controls: 0 for no effect and ±100 for the full control effect; nearly all actives have a fitted effect of over 40% in size
Target sequence (P08659 whole entry, looked up): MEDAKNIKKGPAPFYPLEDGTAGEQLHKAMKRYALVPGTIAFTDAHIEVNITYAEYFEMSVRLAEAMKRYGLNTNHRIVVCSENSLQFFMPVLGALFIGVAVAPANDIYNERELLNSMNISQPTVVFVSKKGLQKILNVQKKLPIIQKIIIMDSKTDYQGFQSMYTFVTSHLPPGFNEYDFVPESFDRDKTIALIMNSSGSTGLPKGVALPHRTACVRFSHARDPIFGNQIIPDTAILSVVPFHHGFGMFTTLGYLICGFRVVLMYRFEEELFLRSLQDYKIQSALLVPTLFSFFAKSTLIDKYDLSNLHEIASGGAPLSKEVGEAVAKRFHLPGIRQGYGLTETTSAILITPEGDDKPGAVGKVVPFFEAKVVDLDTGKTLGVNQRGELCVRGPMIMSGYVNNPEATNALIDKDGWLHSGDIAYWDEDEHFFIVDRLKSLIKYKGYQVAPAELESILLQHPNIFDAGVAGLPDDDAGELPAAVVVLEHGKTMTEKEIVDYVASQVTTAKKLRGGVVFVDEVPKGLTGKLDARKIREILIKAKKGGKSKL
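qHTS concentration-response profiling: light output of P. pyralis luciferase with luciferin and 10 uM ATP, imidazole buffer pH 7.2. Read by luminescence after 8-min room-temperature incubation.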
4MU fluor: compound fluoresces in the 4-MU spectral region. compound autofluorescence, 340/450 nm, 4-MU equivalents; active compounds read high. AID 589. max dye-equivalent concentration, M. 59,000 compounds, 11% hits; in the data active = max dye-equivalent concentration above about 10 nM; inconclusive = mostly about 1.1 nM to 9.6 nM
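Compounds in 100 mM Tris, pH 8.0, incubated 15 min at room temperature, then fluorescence read at 340 nm excitation/450 nm emission. Signal converted to 4-MU dye-equivalent concentration using an on-plate six-point 4-MU standard curve.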
Ub-GFP proteasome: proteasome inhibitors stabilizing ubiquitin-GFP reporter | Ubiquitin-GFP reporter cells, proteasome inhibition, GFP fluorescence; response scale: untreated = 0%, 10 µM MG-132 = 100% | Potency, µM (doses to about 45.9 µM), without a hit: top-dose activation (GFP accumulation), actives largely listed as activators | 67,000 tested, under 10 active; active = well fitted activation curve with a large enough effect, not every such curve was filed as active; inconclusive = small, poorly fitted or top-dose-only effect, or another doubt; inactive = no such curve, though single readings can be large or run the other way; also: potency is read from the fitted curve at half-maximal effect
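Proteasome blockade was scored as a rise in GFP-expressing U2OS cells carrying a ubiquitin(G76V)-GFP construct, imaged after 4 hr compound treatment at 37 °C across a 46 uM–2.9 nM series.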
Fluorescein fluor: fluorescein region autofluorescence; Compound autofluorescence, 480/540 nm, fluorescein-equivalent; active compounds read high; max fluorescein-equivalent concentration, M; 59,000 compounds, 0.91% hits; AID 593; in the data active = max fluorescein-equivalent concentration above about 10 nM; inconclusive = between about 1.1 nM and that limit
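Fluorescein stocks ranging 3 mM down to 300 nM, plus DMSO blanks, were pinned alongside compounds to build a per-plate standard curve. Buffer: 100 mM Tris, pH 8.0. Incubation 15 min, room temperature; filters 480/540 nm.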
ERK AVP inh: inhibitors of vasopressin-stimulated ERK signaling pathway; HEK293-V1b, vasopressin-stimulated pERK AlphaScreen; Potency, µM (highest dose often 57.5 µM), for the others: at the top dose activity, negative = inhibition, most hits filed as inhibitors; 72,000 compounds, 0.99% hits; AID 995; also: potency is read from the fitted curve at half-maximal effect; % is scaled to controls: 0 for no effect and ±100 for the full control effect; nearly all actives have a fitted effect of over 55% in size
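Phosphorylated ERK1/2 detected via AlphaScreen bead proximity in lysates of V1b-expressing HEK293 cells given 25 nM vasopressin for 5 min after 30 min compound exposure (37 °C). AC50 from Hill equation; basal DMSO 0%, vasopressin 100%.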
TexasRed autofl: compound fluoresces in the Texas Red spectral region | Compound fluorescence, Texas Red channel, 547/618 nm; active compounds read high | max dye-equivalent concentration, M | 59,000 compounds, 0.06% hits | AID 587; in the data active = max dye-equivalent concentration above about 10 nM; inconclusive = between about 1.1 nM and that limit
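Dye-equivalent concentrations come from scaling compound signal (ex 547, em 618 nm) to six Texas Red standard concentrations run on every plate, after 15 min room-temperature incubation in pH 8.0 Tris (100 mM).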
Hsp90 Hop PPI: changes Hsp90-Hop TPR2A binding signal, up or down. AlphaScreen TPR2A-His6 binding biotin-Hsp90 C-terminal peptide. Potency, µM (doses to about 57 µM), for the others: top-dose activity change, negative = inhibition. 71,000 compounds, 0.44% hits; active = well fitted curve in either direction with a large enough effect; inconclusive = small, poorly fitted or top-dose-only effect, or another doubt; also: potency is read from the fitted curve at half-maximal effect; % is scaled to controls: 0 for no effect and ±100 for the full control effect; many of its hits are not listed in these tables
Epigenetic mod: epigenetic GFP locus derepression in mouse cells; Potency, µM (doses to about 46.1 µM), for inactives: top-dose GFP derepression (activation); 68,000 compounds, 0.09% hits; mouse C127i GFP locus derepression, cytometry, 30 h; AID 597; also: % of control where 0% means no effect
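Locus derepression in mouse mammary C127i cells whose integrated CMV-GFP reporter is normally silent; GFP expression after 30 h compound treatment was quantified by counting fluorescent cells.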
An asterisk follows results filed as active; i = inactive; ? = inconclusive; · = no result given; [ ] = another dose, or the depositor's remark. Unless noted, calls follow the shape of the dose curve; as a rule, active = well fitted curve in the direction sought with a large enough effect; inconclusive = small, poorly fitted or top-dose-only effect, or another doubt; inactive = no such curve, though single readings can be large; an effect the other way counts as inactive or inconclusive. An excerpt; the hit share may differ from the screen's.

SMILES	CRE-bla Fsk	HBB splice mod	A350 autofl	Luciferase inh	4MU fluor	Ub-GFP proteasome	Fluorescein fluor	ERK AVP inh	TexasRed autofl	Hsp90 Hop PPI	Epigenetic mod
O=S(=O)(c1ccc2c(c1)OCCO2)N1CCC(n2nnc3cc(F)ccc32)CC1	3%	-0.4%[57.5 µM]	i	0%	i	-3%	i	-21%	i	0%	-2%
CCOC(=O)c1ccc2[nH]c(C)c(CCC(C)=O)c(=O)c2c1	2%	-0.5%[9.22 µM]	·	1%	·	17%	·	11%	·	1%	0%
O=C(O)c1ccccc1NS(=O)(=O)c1cccc2cccnc12	-4%	1.3%	i	0%	i	4%	i	-1%	?	-1%	-1%
O=C(NC1=NCCS1)C12CC3CC(C1)CC(C(=O)NC1=NCCS1)(C3)C2	-6%	12%	i	4%	i	1%	i	-44%	i	?	5%
COc1ccc(NC(=O)CSc2nnc(-c3ccccc3Cl)n2Cc2ccco2)c(OC)c1	-6%	1.0%[0.369 µM]	i	-1%	i	·	i	-4%	?	-14%	-3%
COc1cccc(-n2c(Cc3cc(=O)[nH]c(=O)[nH]3)nnc2SCC(=O)NC2CCCC2)c1	-5%	-0.3%	·	4%	·	-3%	·	15%	·	-1%[2.3 µM]	·
COC(=O)Nc1sc2c(c1C(=O)N1CCOCC1)CCC(C)C2 (stereo unspecified)	3%	0.7%	6e-08M*	1%	7.1e-08M*	-1%	i	-15%	i	-3%	0%
Cc1cc2ccccc2n1CCNC(=O)C(C)(C)C	?	0.1%	·	0%	·	-7%	·	·	·	0%	·
O=C(O)c1ccc(CN2C(=O)c3ccccc3S2(=O)=O)cc1	?	0.3%	i	0%	i	0%	i	2%	i	-2%	0%
COc1cccc(C(=O)Oc2cc(N)n(S(=O)(=O)c3ccc(C)cc3)n2)c1OC	?	0.5%	i	-1%	i	4%	i	20%	?	-2%	-3%
Cc1cc(NC(=O)CSc2nnc(CNc3cccc(C(F)(F)F)c3)n2Cc2ccco2)no1	0%	·	i	0%	i	-1%	i	0%	i	-2%	1%
c1ccc2c(c1)CCCn1nnnc1-2	-17%	-1.4%	i	0%	i	1%	?	2%	i	4%	3%
Cc1ccc(S(=O)(=O)N2CCN(C(=O)COc3ccc(-c4nnco4)cc3)CC2)cc1	-6%	-0.1%[57.5 µM]	i	4%	i	-5%	?	-3%	i	-3%	5%
O=C(NC1CCN(C(=O)Nc2cccc(F)c2)CC1)C1CCCCC1	-7%	2.1%	i	1%	i	-4%	i	-8%	i	-1%	-2%
O=C(c1nc2ccccc2s1)N1CCSCC1	-4%	0.6%	i	-2%	i	10%	i	9%	i	2%	0%
COc1nonc1NCn1nc(C)cc1C	0%	-1.2%	i	2%	i	1%	i	-6%	i	3%	2%
Cc1cc(=O)[nH]c(SCCOc2ccc(OC(C)C)cc2)n1	-5%	0.3%	6.6e-08M*	16µM*	9.6e-08M*	0%	2.2e-08M*	-9%	?	0%	-3%
CC(=O)Nc1ccc(S(=O)(=O)n2nc(-c3ccc(C)cc3)nc2N)cc1	1%	·	i	2%	i	-5%	i	-10%	i	0%	6%
O=c1c2c3c(sc2nc2n1CCC2)CCC3	19%	·	i	0%	i	-4%	?	-13%	i	0%	-2%
CCOC(=O)C1CCN(c2c(NCCN3CCCCC3C)c(=O)c2=O)CC1 (stereo unspecified)	-1%	-0.4%	·	2%	·	6%	·	-14%	·	-2%	-3%
CC(C)NS(=O)(=O)c1ccc(CCC(=O)O)cc1	-2%	0.9%	i	1%	i	-5%	i	-8%	i	-6%	2%
COc1ccc(CNc2ccc(S(N)(=O)=O)cc2)c(OC)c1OC	4%	0.8%[57.5 µM]	i	5%	i	-3%	?	-19%	?	0%	-2%
CN1CCN(C(=O)c2ccc(N(Cc3ccc(Cl)cc3)S(C)(=O)=O)cc2)CC1	-4%	·	i	0%	i	2%	i	8%	i	-2%	1%
CCCn1c(N)c(C(=O)CSc2nc3ccccc3n2CCC#N)c(=O)n(C)c1=O	1.6µM*	-0.2%[57.5 µM]	i	1%	i	5%	?	4%	i	0%	8%
O=C(c1ccccc1F)N1CCN(S(=O)(=O)c2ccc3c(c2)OCCO3)CC1	-21%	-1.7%	·	0%	·	-3%	·	-23%	·	1%	-3%
O=S(=O)(NC1CC1)c1ccc(S(=O)(=O)N2CCCC(c3nc(-c4cccnc4)no3)C2)cc1 (stereo unspecified)	14%	·	i	0%	i	6%	i	30%[activator]	i	0%	1%
O=C(O)c1cc(Cl)c2ccccc2c1O	-6%	0.7%	3.4e-07M*	0%	2.9e-07M*	-6%	?	-20%	i	3%	-2%
O=C(OCc1nc2ccccc2s1)C1CCN(C2=NS(=O)(=O)c3ccccc32)CC1	-12%	0.1%	?	?	?	2%	?	?	i	-3%	0%
CCCCOc1ccc(NC(=O)Cn2c(=O)ccc3c(C)cc(C)nc32)cc1	-21%	·	i	-1%	i	-5%	?	-8%	i	-1%	0%
CN(C)C/C(Cl)=C(\Cl)c1ccccc1	·	·	i	-2%[25.5 µM]	i	·	i	·	i	·	2%[20.6 µM]
CCn1c(SCC(=O)Nc2ccc3c(c2)OCO3)nnc1-c1ccccc1O	?	0.3%	i	1%	i	-13%	?	-24%	i	-4%	-3%
O=C(Nc1nnc(COc2ccc(Cl)cc2)s1)c1cccs1	9%	1.4%	i	0%	i	-2%	i	-1%	i	-2%	-3%
CCC(=O)Nc1cccc(-n2nnnc2SCC(=O)NCc2ccco2)c1	0%	·	i	-2%	i	-2%	i	-21%	i	-1%	8%
Cc1cc(C(=O)NC2=NCCS2)cs1	0%	2.1%	?	16µM*	?	4%	i	-4%	i	-4%	0%
CCOC(=O)c1c(-c2ccc(C)o2)csc1NC(=O)CSc1nncs1	?	-0.3%[57.5 µM]	i	-3%	i	-1%	i	8%	?	-5%	5%
CCCCn1c(O)c(C(CC)=Nc2ccc3c(c2)CCC3)c(=O)[nH]c1=O	3%	6.9%[0.369 µM]	i	1%	i	3%	i	-15%	i	-2%	6%

By substructure, those above with a COOH group (4)
SMILES	CRE-bla Fsk	HBB splice mod	A350 autofl	Luciferase inh	4MU fluor	Ub-GFP proteasome	Fluorescein fluor	ERK AVP inh	TexasRed autofl	Hsp90 Hop PPI	Epigenetic mod
O=C(O)c1ccccc1NS(=O)(=O)c1cccc2cccnc12	-4%	1.3%	i	0%	i	4%	i	-1%	?	-1%	-1%
O=C(O)c1ccc(CN2C(=O)c3ccccc3S2(=O)=O)cc1	?	0.3%	i	0%	i	0%	i	2%	i	-2%	0%
CC(C)NS(=O)(=O)c1ccc(CCC(=O)O)cc1	-2%	0.9%	i	1%	i	-5%	i	-8%	i	-6%	2%
O=C(O)c1cc(Cl)c2ccccc2c1O	-6%	0.7%	3.4e-07M*	0%	2.9e-07M*	-6%	?	-20%	i	3%	-2%

(listing goes on)
SMILES	CRE-bla Fsk	HBB splice mod	A350 autofl	Luciferase inh	4MU fluor	Ub-GFP proteasome	Fluorescein fluor	ERK AVP inh	TexasRed autofl	Hsp90 Hop PPI	Epigenetic mod
N[C@H](C(=O)O)c1nn[nH]n1	?	·	·	1%	·	-5%	·	1%	·	?	0%
Cc1c(NC(=O)NC(C)N2C(=O)C3C4C=CC(C4)C3C2=O)c(=O)n(-c2ccccc2)n1C (stereo unspecified)	8%	-1.5%	i	1%	i	5%	i	19%	i	3%	2%
O=C(O)C1CCCCC1C(=O)NCCc1ccncc1 (stereo unspecified)	-12%	-0.9%	?	1%	?	-4%	i	-17%	i	-7%	?
Cc1nc(NCc2ccccc2)c2nc(-c3ccccc3)n(C3CCN(Cc4ccccc4)C3)c2n1 (stereo unspecified)	0%	-0.7%	·	·	·	-11%	·	?	·	-2%	·
COc1ccc(N=C2SC(CC(=O)Nc3ccccc3)C(=O)N2CC2CCCO2)cc1 (stereo unspecified)	?	-0.2%[57.5 µM]	i	2%	i	7%	i	-4%	i	-2%	2%
CSCCC(NC(=O)c1ccco1)C(=O)O (stereo unspecified)	-3%	-0.2%[57.5 µM]	i	3%	i	-1%	i	-1%	i	-2%	-4%
Cc1ccc(NC(=O)CN2CCCCCC2)c(Br)c1	24%	-0.6%	i	-6%	i	10%	i	4%	i	3%	0%
Cn1c(C(=O)Nc2ccc3c(c2)OCCO3)cc2c(=O)n(C)c3ccccc3c21	0.4µM*	-1.4%	·	-2%	·	0%	·	-27%	·	-2%[2.3 µM]	·

High-throughput results: PubChem, National Center for Advancing Translational Sciences (NCATS)
